Bfl-1 Bim block: human Bim-Bfl-1 interaction inhibition; inhibition, % at 10 µM; hit rate 0.12% among 190,000; AID 1008; Q16548; Bead-based flow cytometry, Bim-Bfl-1 binding inhibition;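 note: 0% = wells without compound plus tracer and 100% = blocker peptide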
Bim-Bcl-W: disrupts Bim peptide binding to human Bcl-W. Q92843. bead-based flow cytometry. inhibition, % at 10 µM. hit rate 0.02% among 190,000;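 note: 0% = bound tracer without compound and 100% = peptide blocker; higher means less fluorescent Bim peptide bound to Bcl-W beads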
Target sequence (Q92843 whole entry, looked up): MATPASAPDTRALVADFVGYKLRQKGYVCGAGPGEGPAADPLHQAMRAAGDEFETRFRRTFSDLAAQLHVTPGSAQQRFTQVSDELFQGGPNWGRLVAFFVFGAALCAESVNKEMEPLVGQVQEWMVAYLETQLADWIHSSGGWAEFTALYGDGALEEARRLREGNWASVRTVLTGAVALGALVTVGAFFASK
Bim-Bcl-B: disrupts Bim peptide binding to human Bcl-B; Q9HD36; bead-based flow cytometry; inhibition, % at 10 µM; hit rate 0.073% among 190,000; AID 951;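 note: 0% = tracer peptide without compound and 100% = reference inhibitor peptide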
Target sequence (Q9HD36 whole entry, looked up): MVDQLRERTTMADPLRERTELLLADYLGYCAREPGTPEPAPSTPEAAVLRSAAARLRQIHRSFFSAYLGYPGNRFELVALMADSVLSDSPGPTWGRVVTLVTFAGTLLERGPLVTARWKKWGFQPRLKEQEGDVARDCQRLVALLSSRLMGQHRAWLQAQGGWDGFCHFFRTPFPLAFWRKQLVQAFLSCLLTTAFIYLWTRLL
Bim-Bcl-XL: inhibitors of Bim-Bcl-XL interaction, human; Bim peptide-Bcl-XL binding, bead flow cytometry, fluorescence; inhibition, % at 10 µM; hit rate 0.04% among 190,000
RGS4-Gao reg: human RGS4-Galphao interaction regulation | P09471 | Multiplexed bead flow cytometry, RGS4-Galphao binding; actives lie on both sides | binding response (% of control), % at 10 µM | hit rate 0.33% among 220,000; in the data active = binding response below about 49% or above about 150%; inactive = in between;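 note: fluorescent Galphao activated with aluminum fluoride binding bead-coupled RGS4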
Target sequence (P09471 whole entry, looked up): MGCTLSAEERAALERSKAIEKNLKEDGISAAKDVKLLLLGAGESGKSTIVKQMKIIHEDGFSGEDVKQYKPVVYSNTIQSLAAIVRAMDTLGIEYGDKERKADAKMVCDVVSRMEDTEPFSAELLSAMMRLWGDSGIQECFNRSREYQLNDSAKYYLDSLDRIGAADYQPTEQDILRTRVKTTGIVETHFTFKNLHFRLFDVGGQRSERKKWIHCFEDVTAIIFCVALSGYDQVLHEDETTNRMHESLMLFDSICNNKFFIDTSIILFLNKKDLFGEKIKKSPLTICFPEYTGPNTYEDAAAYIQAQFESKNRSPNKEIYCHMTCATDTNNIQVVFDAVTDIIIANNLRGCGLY
Mcl-1 Bim block: inhibitors of Bim-Mcl-1 interaction, human | Q07820 | Bead-based flow cytometry, Bim peptide-Mcl-1 binding | inhibition, % at 10 µM | hit rate 0.1% among 190,000;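 note: 0% = no compound tracer wells and 100% = peptide blocker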
Bim-Bcl-2: human Bim-Bcl-2 interaction inhibition | AID 950 | P10415 | hit rate 0.06% among 190,000 | inhibition, % at 10 µM | Bead-based flow cytometry, Bim peptide-Bcl-2 binding; in the data active = inhibition above about 40%;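 note: 0% = no compound wells with probe peptide and 100% = reference peptide inhibitor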
Target sequence (P10415 whole entry, looked up): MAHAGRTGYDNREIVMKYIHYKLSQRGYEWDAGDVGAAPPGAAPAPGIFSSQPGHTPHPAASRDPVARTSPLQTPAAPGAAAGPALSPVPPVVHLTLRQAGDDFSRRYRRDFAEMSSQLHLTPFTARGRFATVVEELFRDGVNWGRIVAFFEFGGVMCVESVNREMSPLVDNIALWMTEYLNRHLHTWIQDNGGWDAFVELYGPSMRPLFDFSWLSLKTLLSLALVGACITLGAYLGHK
RGS8-Gao: modulates binding of RGS8 to human Galphao; P09471; response (percent of control binding), % at 10 µM; AID 1423; hit rate 0.34% among 220,000; multiplexed bead flow cytometry; actives lie on both sides; in the data active = response below about 60% or above about 140%; inactive = in between;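 note: Galphao activated as the GDP aluminium fluoride complex binding bead-coupled RGS8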
RGS7-Gao reg: regulators of human RGS7-Galphao interaction | Multiplexed bead flow cytometry, RGS7-Galphao binding; actives lie on both sides | binding response (% of control), % at 10 µM | hit rate 0.35% among 220,000; in the data active = binding response below about 49% or above about 150%;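 note: fluorescent Galphao held in activated GDP-AlF4 state binding bead-coupled RGS7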
ABCG2 block: blocks JC-1 efflux by human ABCG2 transporter; Q9UNQ0; IgMXP3 cells, flow cytometry; inhibition, % at 6.6 µM; hit rate 0.1% among 190,000;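 active = inhibition above 80%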;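 note: 0% = DMSO and 100% = nicardipine control wells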
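Test system: ABCG2 IgMXP3 and barcoded ABCB1 CCRF-Adr cell mix; Schedule: cells with compound and JC-1, 10 min at 25 °C, rotating, no wash; Technique: flow cytometry of retained JC-1 fluorescence; Measure: % inhibition of efflux relative to nicardipine and DMSO; Controls: nicardipine high and DMSO low controls.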
ABCB1 inh: human ABCB1 inhibition, ABCG2 as counter-screen; P08183; CCRF-Adr cells, JC-1 efflux, flow cytometry; inhibition, % at 6.6 µM; hit rate 0.067% among 190,000; in the data active = inhibition above about 40%;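 note: 0% = vehicle and 100% = reference inhibitor; higher value means more JC-1 retained so stronger ABCB1 efflux block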
Active calls of the source: *. Cut-off read from the data, not from the text of the source, unless noted: active = inhibition above about 40%.

The first 2 records, ahead of the listing:
How did CCOC(=O)C1(CC2CC2)CCN(Cc2cn[nH]c2-c2cccc(F)c2)CC1 do in these assays?
Bfl-1 Bim block: -6; Bim-Bcl-W: 1; Bim-Bcl-B: -3; Bim-Bcl-XL: 0; RGS4-Gao reg: 102; Mcl-1 Bim block: -1; Bim-Bcl-2: -3; RGS8-Gao: 104; RGS7-Gao reg: 97; ABCG2 block: 4; ABCB1 inh: 2.2

Results for CCN1CCN(CC(=O)c2cc(Cl)ccc2Cl)CC1 ?
Bfl-1 Bim block: -5; Bim-Bcl-W: 0; Bim-Bcl-B: 0; Bim-Bcl-XL: -3; RGS4-Gao reg: 98; Mcl-1 Bim block: -3; Bim-Bcl-2: -5; RGS8-Gao: 98; RGS7-Gao reg: 101; ABCG2 block: 8; ABCB1 inh: 2.6

The whole of this part, repeating the preview:
How did CCOC(=O)C1(CC2CC2)CCN(Cc2cn[nH]c2-c2cccc(F)c2)CC1 do in these assays?
Bfl-1 Bim block: -6; Bim-Bcl-W: 1; Bim-Bcl-B: -3; Bim-Bcl-XL: 0; RGS4-Gao reg: 102; Mcl-1 Bim block: -1; Bim-Bcl-2: -3; RGS8-Gao: 104; RGS7-Gao reg: 97; ABCG2 block: 4; ABCB1 inh: 2.2

Results for CCN1CCN(CC(=O)c2cc(Cl)ccc2Cl)CC1 ?
Bfl-1 Bim block: -5; Bim-Bcl-W: 0; Bim-Bcl-B: 0; Bim-Bcl-XL: -3; RGS4-Gao reg: 98; Mcl-1 Bim block: -3; Bim-Bcl-2: -5; RGS8-Gao: 98; RGS7-Gao reg: 101; ABCG2 block: 8; ABCB1 inh: 2.6

Results for O=C(NNC(=O)c1cc(-c2ccc(Cl)cc2Cl)nc2ccccc12)Nc1ccccc1 ?
Bfl-1 Bim block: 1; Bim-Bcl-W: 1; Bim-Bcl-B: 0; Bim-Bcl-XL: 0; RGS4-Gao reg: 109; Mcl-1 Bim block: 1; Bim-Bcl-2: 2; RGS8-Gao: 100; RGS7-Gao reg: 106; ABCG2 block: 0; ABCB1 inh: -0.1

How did CCN(CC(=O)Nc1ccc2c(c1)OCCO2)Cc1cc(=O)oc2c(C)c(C)ccc12 do in these assays?
Bfl-1 Bim block: -17; Bim-Bcl-W: 0; Bim-Bcl-B: -7; Bim-Bcl-XL: -2; RGS4-Gao reg: 100; Mcl-1 Bim block: 0; Bim-Bcl-2: -10; RGS8-Gao: 101; RGS7-Gao reg: 101; ABCG2 block: 29; ABCB1 inh: 3.8

Results for Cc1cc(C)n2nc(C(=O)Nc3ccc(S(=O)(=O)N4CCCCC4)cc3)nc2n1 ?
Bfl-1 Bim block: -6; Bim-Bcl-W: -4; Bim-Bcl-B: -10; Bim-Bcl-XL: -4; RGS4-Gao reg: 100; Mcl-1 Bim block: -3; Bim-Bcl-2: -10; RGS8-Gao: 100; RGS7-Gao reg: 98; ABCG2 block: 6; ABCB1 inh: 1.0

Results for CCS(=O)(=O)NCc1cn2c(C)csc2n1 ?
Bfl-1 Bim block: -18; Bim-Bcl-W: -2; Bim-Bcl-B: -7; Bim-Bcl-XL: -10; RGS4-Gao reg: 107; Mcl-1 Bim block: -6; Bim-Bcl-2: -7; RGS8-Gao: 104; RGS7-Gao reg: 104; ABCG2 block: 3; ABCB1 inh: 0.5

Results for Cc1ccc(CC(CC(=O)NCCc2ccc3c(c2)OCO3)C(=O)O)cc1 (stereo unspecified) ?
Bfl-1 Bim block: 1; Bim-Bcl-W: 2; Bim-Bcl-B: 0; Bim-Bcl-XL: 0; RGS4-Gao reg: 100; Mcl-1 Bim block: -3; Bim-Bcl-2: 2; RGS8-Gao: 86; RGS7-Gao reg: 98; ABCG2 block: -1; ABCB1 inh: -0.2

What do the screens show for `CC(C)OCCCN(CC(O)c1ccccc1)CC(O)c1ccccc1` (stereo unspecified)?
Bfl-1 Bim block: -9; Bim-Bcl-W: -5; Bim-Bcl-B: -14; Bim-Bcl-XL: -7; RGS4-Gao reg: 100; Mcl-1 Bim block: -3; Bim-Bcl-2: -19; RGS8-Gao: 103; RGS7-Gao reg: 103; ABCG2 block: 15; ABCB1 inh: 1.2

Results for CCCOc1ccc(/C(O)=C2/C(=O)C(=O)N(CCOC)C2c2cccnc2)cc1 (stereo unspecified) ?
Bfl-1 Bim block: -13; Bim-Bcl-W: -2; Bim-Bcl-B: -7; Bim-Bcl-XL: -6; RGS4-Gao reg: 103; Mcl-1 Bim block: -3; Bim-Bcl-2: -10; RGS8-Gao: 103; RGS7-Gao reg: 101; ABCG2 block: -3; ABCB1 inh: -0.2

What do the screens show for `CCCCOC(=O)CCc1n[nH]c(=O)[nH]c1=O`?
Bfl-1 Bim block: -19; Bim-Bcl-W: -2; Bim-Bcl-B: -9; Bim-Bcl-XL: -5; RGS4-Gao reg: 101; Mcl-1 Bim block: -3; Bim-Bcl-2: -7; RGS8-Gao: 99; RGS7-Gao reg: 97; ABCG2 block: 7; ABCB1 inh: -0.1

How did O=S1(=O)CCN(OCc2ccc(F)cc2Cl)CC1 do in these assays?
Bfl-1 Bim block: -2; Bim-Bcl-W: -2; Bim-Bcl-B: -5; Bim-Bcl-XL: -3; RGS4-Gao reg: 104; Mcl-1 Bim block: -7; Bim-Bcl-2: -6; RGS8-Gao: 100; RGS7-Gao reg: 103; ABCG2 block: 1; ABCB1 inh: 0.3

What do the screens show for `CCCCOc1ccc(C(=O)Nc2ccncc2)cc1`?
Bfl-1 Bim block: -8; Bim-Bcl-W: -4; Bim-Bcl-B: -5; Bim-Bcl-XL: 0; RGS4-Gao reg: 105; Mcl-1 Bim block: 0; Bim-Bcl-2: -2; RGS8-Gao: 97; RGS7-Gao reg: 95; ABCG2 block: 8; ABCB1 inh: 0.4

How did NNS(=O)(=O)c1ccc(Cc2ncc(C(F)(F)F)cc2Cl)s1 do in these assays?
Bfl-1 Bim block: -17; Bim-Bcl-W: -3; Bim-Bcl-B: -9; Bim-Bcl-XL: -6; RGS4-Gao reg: 100; Mcl-1 Bim block: -2; Bim-Bcl-2: -8; RGS8-Gao: 100; RGS7-Gao reg: 101; ABCG2 block: 4; ABCB1 inh: 0.6

Results for CCn1c(SCC(=O)Nc2cccc(C)n2)nnc1-c1ccco1 ?
Bfl-1 Bim block: 0; Bim-Bcl-W: -3; Bim-Bcl-B: -3; Bim-Bcl-XL: -6; RGS4-Gao reg: 97; Mcl-1 Bim block: -2; Bim-Bcl-2: 0; RGS8-Gao: 94; RGS7-Gao reg: 98; ABCG2 block: 7; ABCB1 inh: 1.1

Results for S=c1[nH]ncn1/N=C/c1cccc(Oc2ccccc2)c1 ?
Bfl-1 Bim block: 13; Bim-Bcl-W: 5; Bim-Bcl-B: -23; Bim-Bcl-XL: 0; RGS4-Gao reg: 106; Mcl-1 Bim block: 3; Bim-Bcl-2: 1; RGS8-Gao: 99; RGS7-Gao reg: 108; ABCG2 block: -2; ABCB1 inh: -0.4

What do the screens show for `Cc1ccc(CN2CCN(/N=C/c3ccc(C(F)(F)F)cc3)CC2)c(C)c1`?
Bfl-1 Bim block: -16; Bim-Bcl-W: -3; Bim-Bcl-B: -5; Bim-Bcl-XL: -3; RGS4-Gao reg: 101; Mcl-1 Bim block: -2; Bim-Bcl-2: -3; RGS8-Gao: 99; RGS7-Gao reg: 99; ABCG2 block: -1; ABCB1 inh: -0.1

What do the screens show for `CCOC(=O)C1=C(c2ccccc2)N=C2SCC(=O)N2C1c1cccc(OC)c1` (stereo unspecified)?
Bfl-1 Bim block: -1; Bim-Bcl-W: -3; Bim-Bcl-B: 0; Bim-Bcl-XL: -2; RGS4-Gao reg: 102; Mcl-1 Bim block: 3; Bim-Bcl-2: 2; RGS8-Gao: 104; RGS7-Gao reg: 95; ABCG2 block: 6; ABCB1 inh: 1.0

Results for Cc1cc(C)c2c(C)c(C(=O)NCc3ccncc3)oc2c1 ?
Bfl-1 Bim block: -2; Bim-Bcl-W: -6; Bim-Bcl-B: -5; Bim-Bcl-XL: -2; RGS4-Gao reg: 99; Mcl-1 Bim block: -2; Bim-Bcl-2: -3; RGS8-Gao: 100; RGS7-Gao reg: 99; ABCG2 block: 1; ABCB1 inh: 0.5

What do the screens show for `CCCC(C)c1nnc(NC(=O)CS(=O)(=O)Cc2ccccc2)s1` (stereo unspecified)?
Bfl-1 Bim block: 3; Bim-Bcl-W: 6; Bim-Bcl-B: -15; Bim-Bcl-XL: -2; RGS4-Gao reg: 104; Mcl-1 Bim block: -1; Bim-Bcl-2: -3; RGS8-Gao: 99; RGS7-Gao reg: 112; ABCG2 block: -3; ABCB1 inh: -0.2

How did Cc1ccc(C(=O)Nc2nnc(-c3ccc(C(C)(C)C)cc3)s2)cc1 do in these assays?
Bfl-1 Bim block: -14; Bim-Bcl-W: -1; Bim-Bcl-B: -6; Bim-Bcl-XL: -5; RGS4-Gao reg: 99; Mcl-1 Bim block: -2; Bim-Bcl-2: -13; RGS8-Gao: 97; RGS7-Gao reg: 97; ABCG2 block: 4; ABCB1 inh: 0.2

What do the screens show for `COC(=O)c1sc(=S)sc1C(=O)OC`?
Bfl-1 Bim block: -10; Bim-Bcl-W: 4; Bim-Bcl-B: -12; Bim-Bcl-XL: -9; RGS4-Gao reg: 96; Mcl-1 Bim block: -4; Bim-Bcl-2: -5; RGS8-Gao: 99; RGS7-Gao reg: 98; ABCG2 block: 3; ABCB1 inh: 0.7

Results for Cc1occc1-c1nnc(SCC(=O)NCC2CCCO2)n1C (stereo unspecified) ?
Bfl-1 Bim block: -13; Bim-Bcl-W: 0; Bim-Bcl-B: -10; Bim-Bcl-XL: -8; RGS4-Gao reg: 101; Mcl-1 Bim block: 0; Bim-Bcl-2: -7; RGS8-Gao: 102; RGS7-Gao reg: 99; ABCG2 block: -1; ABCB1 inh: 0.0

What do the screens show for `CCOC(=O)C1(Cc2ccccc2C)CCCN(C(=O)c2ccnn2C)C1` (stereo unspecified)?
Bfl-1 Bim block: 4; Bim-Bcl-W: -4; Bim-Bcl-B: -3; Bim-Bcl-XL: -6; RGS4-Gao reg: 100; Mcl-1 Bim block: -4; Bim-Bcl-2: -2; RGS8-Gao: 98; RGS7-Gao reg: 94; ABCG2 block: -1; ABCB1 inh: 0.3

Results for C=CCNC(=O)CC1Nc2c3ccccc3nc(=S)n2C1=O (stereo unspecified) ?
Bfl-1 Bim block: -2; Bim-Bcl-W: -4; Bim-Bcl-B: -13; Bim-Bcl-XL: -7; RGS4-Gao reg: 102; Mcl-1 Bim block: -3; Bim-Bcl-2: 0; RGS8-Gao: 100; RGS7-Gao reg: 106; ABCG2 block: -2; ABCB1 inh: -0.4

Results for CCN(CC)C(=O)Cn1cc(C(=O)C(=O)NCc2ccco2)c2ccccc21 ?
Bfl-1 Bim block: -1; Bim-Bcl-W: -2; Bim-Bcl-B: 0; Bim-Bcl-XL: -1; RGS4-Gao reg: 113; Mcl-1 Bim block: 2; Bim-Bcl-2: 0; RGS8-Gao: 131; RGS7-Gao reg: 111; ABCG2 block: 4; ABCB1 inh: 0.9

What do the screens show for `COC(=O)C(Cc1ccccc1)NC(=O)c1cccc(S(=O)(=O)N(C)C)c1` (stereo unspecified)?
Bfl-1 Bim block: 0; Bim-Bcl-W: -1; Bim-Bcl-B: 0; Bim-Bcl-XL: 0; RGS4-Gao reg: 102; Mcl-1 Bim block: -1; Bim-Bcl-2: -1; RGS8-Gao: 100; RGS7-Gao reg: 100; ABCG2 block: 3; ABCB1 inh: 0.2
